Compound activity as filed in PubChem.
iPSC survival up: enhancers of single-cell hiPSC survival, primary screen, ATPlite luminescence | 100% = ROCK inhibitor wells, 0% = DMSO | survival enhancement, % at 20 µM | 360,000 compounds, 0.044% hits | AID 602274, 2012; in the data active = survival enhancement above about 18%;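 also: cells exposed to compounds for 16 hours before the ATP read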
HIF-2a inh: HIF-2a reporter inhibitors, primary screen, luminescence, 786-0 RCC cells; 786-0 RCC cells HIF-2a reporter, luciferase luminescence, overnight; inhibition, % at 18.8 µM; 360,000 compounds, 0.72% hits;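 active = inhibition of the luminescence signal of 40% or more relative to plate controls, in a single-dose primary screen at 18.75 µM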
Peg3 promoter: Peg3 promoter-driven luciferase inhibitors, primary screen, cell-based, HeLa, luciferase luminescence; HeLa PEG-Prom luciferase reporter, overnight; inhibition, % at 20 µM; 360,000 compounds, 1.7% hits;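 active = inhibition of at least 50% at 20 µM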
Shn3 inh set2: reduction of Shn3 3'UTR firefly luciferase signal, primary screen, Schnurri-3 inhibitor project, cell-based, Clone20 osteoblasts, set 2; Clone20 osteoblast Shn3 3'UTR firefly luciferase, 24 h; inhibition, % at 12.5 µM; 360,000 compounds, 0.52% hits;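 active = mean inhibition of at least 75% with every replicate also reaching 75%; inconclusive = mean inhibition at least 75% but some replicate below; inactive = mean inhibition below 75%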;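 also: 0% = median of neutral control wells and 100% = pilot-screen positive control compound; some compounds past the cut are filed as inactive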
NR2E3 ag-1: inhibitors of NR2E3-RetCOR corepressor binding, primary screen, NR2E3 agonist project, biochemical, TR-FRET, GST-NR2E3, biotin-RetCOR. 1536-well. Photoreceptor-specific nuclear receptor (Homo sapiens), Q9Y5X4. inhibition of corepressor binding, % at 4.78 µM. AID 2300, 2010. 320,000 compounds, 0.12% hits;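 active = percent inhibition above the cutoff of mean plus 3 SD of all tested compounds, set per screening campaign, cut at about 20% in these data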;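 also: 0% = DMSO wells and 100% = biotin wells as full block of FRET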
Target sequence (Q9Y5X4 whole entry, looked up): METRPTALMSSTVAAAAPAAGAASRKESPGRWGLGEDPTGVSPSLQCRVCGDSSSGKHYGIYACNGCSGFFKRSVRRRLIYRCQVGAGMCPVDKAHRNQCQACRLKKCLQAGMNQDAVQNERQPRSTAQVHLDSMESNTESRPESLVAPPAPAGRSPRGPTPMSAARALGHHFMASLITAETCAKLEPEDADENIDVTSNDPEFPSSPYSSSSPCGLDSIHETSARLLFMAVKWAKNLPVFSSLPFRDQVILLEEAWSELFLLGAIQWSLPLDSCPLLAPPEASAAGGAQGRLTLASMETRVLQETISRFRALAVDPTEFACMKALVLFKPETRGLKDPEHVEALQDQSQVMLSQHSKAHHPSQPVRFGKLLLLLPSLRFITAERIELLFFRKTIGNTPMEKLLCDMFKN
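system = GST-tagged NR2E3 plus biotinylated RetCOR corepressor | input = 1.35 nM GST-NR2E3 | also added = 7 nM biotin-RetCOR | schedule = 5 h incubation at 4 °C | measured by = TR-FRET with europium anti-GST and streptavidin-D2, 340 nm excitation | read-out = percent loss of FRET ratio relative to control wells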
KKLEB cytotox: cytotoxicity in KKLEB CF airway cells, primary screen, cytotoxicity control for CF NF-kB inhibitor project, cell-based, uHTS, fluorescence assay plates | KKLEB CF airway cells viability, ATPlite luminescence, overnight; active compounds read low; cells stimulated with P. aeruginosa culture filtrate | activity change (cytotoxicity), % at 5 µM | 360,000 compounds, 0.36% hits;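 active = corrected activity change at or below -50% at 5 µM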
NR2E3 ag-2: NR2E3 agonists in two-hybrid cells, primary screen, cell-based, luminescence, CHO-S, Gal4-NCOR/VP16-NR2E3; inhibition of corepressor binding, % at 3.98 µM; 360,000 compounds, 0.35% hits; luciferase; Photoreceptor-specific nuclear receptor (Homo sapiens), Q9Y5X4; AID 602229, 2012;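 active = inhibition above the mean of all tested compounds plus 3 SD, cut at about 70% in these data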;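 also: 0% = DMSO with NR2E3 transfected cells and 100% = cells lacking NR2E3 construct; higher means lower luciferase signal from less NR2E3 corepressor binding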
CF NFkB block: inhibitors of PAF-induced NF-kB signaling, primary screen, cell-based, GFP fluorescence, uHTS; KKLEB NF-kB-GFP reporter, GFP fluorescence overnight; inhibition, % at 5 µM; 360,000 compounds, 0.86% hits;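 active = at least 50% inhibition at 5 µM, scaled per plate between neutral and stimulator controls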;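 also: PAF is a Pseudomonas aeruginosa culture filtrate used as stimulus; plate controls were PAF-stimulated DMSO wells for no effect and unstimulated DMSO wells for full effect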
TRPM1 prom inh: inhibitors of MITF-dependent TRPM1 promoter reporter, primary screen, cell-based, SK-MEL-5, single point, luciferase; SK-MEL-5 TRPM1 promoter luciferase, 24 h; AID 488899, 2010; 330,000 compounds, 0.83% hits; inhibition, % at 12.5 µM;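 active = mean inhibition across replicates of 60% or more, whatever share of single replicates reaches that level; inconclusive = some that reach 60%, reason not given; inactive = mean inhibition across replicates below 60%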; also: values of inactives mirror those of a sister screen read the other way
EBV LMP1 NFkB: EBV LMP1-driven NF-kappaB luciferase reporter inhibitors, primary screen, cell-based, luminescence, single point; LMP1-induced NF-kappaB luciferase reporter cells; inhibition, % at 12.5 µM; 350,000 compounds, 0.69% hits; AID 504558, 2011; in the data active = inhibition above about 41%; inconclusive = no clear call, values can overlap the other calls;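 also: 0% = neutral control wells and 100% = reference inhibitor control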
C8 TRAIL sens: viability loss with TRAIL in NB7+C8 cells, primary screen, TRAIL sensitizer project, cell-based, ATPlite luminescence | inhibition (viability loss, TRAIL sensitization), % at 10 µM | 360,000 compounds, 1% hits;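 active = compounds causing at least 50% loss of cell viability in the single-dose screen, relative to plate controls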
* marks the source's active call; other numbers are inactive results; ? = inconclusive; · = not tested or not shown.

SMILES	iPSC survival up	HIF-2a inh	Peg3 promoter	Shn3 inh set2	NR2E3 ag-1	KKLEB cytotox	NR2E3 ag-2	CF NFkB block	TRPM1 prom inh	EBV LMP1 NFkB	C8 TRAIL sens
CCC(C)(C)C(=O)Nc1ccc(OC)cc1[N+](=O)[O-]	1.6	-9.7	23.3	0.2	-0.7	-2.8	-14.2	-1.3	-10.9	3.5	2.0
Cc1ccc(S(=O)(=O)N2CCOCC2)cc1NC(=O)CN(C)C1CCS(=O)(=O)C1 (configuration not stated)	-0.3	10.0	-6.1	-2.5	4.4	6.0	7.3	-5.7	-4.5	-1.7	-6.1
Cc1ccc(C)c(OCc2cc(C(=O)N(C)Cc3nccs3)no2)c1	0.6	-170.8	-161.4	-20.2	-0.9	-4.0	-27.3	10.8	-53.9	-15.3	17.6
CCC(=O)c1ccccc1OCCN1CCN(Cc2ccccc2)CC1	-0.6	11.3	19.1	16.9	1.0	3.8	-5.5	-6.4	7.5	31.8	-6.0
CCOC(=O)NC(=O)CSc1nnnn1-c1ccc(C)cc1	-2.4	7.3	1.6	0.1	-1.0	3.9	-22.9	6.5	5.7	-0.9	-9.6
Cc1cccc(NC(=S)N2CCC(c3nc4ccccc4o3)CC2)c1	-0.1	-3.7	10.8	19.2	2.3	-8.0	22.5	-9.0	8.4	4.3	-7.0
COc1ccc(-c2cc(C(=O)N3CCOCC3)no2)cc1OC	2.6	-137.2	-82.0	-21.7	4.0	-1.5	-37.5	9.3	-23.8	-10.0	-11.9
CC(C)CCNC(=O)c1ccc2c(c1)ncn2C1CCCC1	-0.6	-223.1	-150.3	-35.7	6.5	-1.4	-56.5	-12.5	-52.0	-28.0	-5.8
C[C@@H]1NC(=O)OC1c1ccco1 (some centres not stated)	1.4	4.7	-15.5	4.5	2.1	5.5	-31.9	7.5	0.2	2.0	0.6
COc1ccccc1/C=C1/C(=O)N(c2ccccc2)N=C1C	-0.5	44.7*	6.3	15.5	0.4	-12.3	2.1	3.5	12.9	5.1	-22.0
CCCCN(CC)CCNC(=O)c1cn(CCOC)c(=O)c2c1c1ccccc1n2C	-0.5	15.9	-4.1	29.5	0.9	1.3	7.5	-9.7	-19.6	-28.4	-5.4
Cc1cccc(OCCn2c(=S)[nH]c3ccccc32)c1	11.2	-43.4	-81.8	0.8	-0.2	14.2	-5.6	-29.0	-11.9	-2.4	-2.6

Quoted from the listing:
`COc1ccccc1/C=C1/C(=O)N(c2ccccc2)N=C1C` – Shn3 inh set2: 15.5
`COc1ccc(-c2cc(C(=O)N3CCOCC3)no2)cc1OC` – Shn3 inh set2: -21.7
`Cc1ccc(C)c(OCc2cc(C(=O)N(C)Cc3nccs3)no2)c1` – TRPM1 prom inh: -53.9

The list continues:
SMILES	iPSC survival up	HIF-2a inh	Peg3 promoter	Shn3 inh set2	NR2E3 ag-1	KKLEB cytotox	NR2E3 ag-2	CF NFkB block	TRPM1 prom inh	EBV LMP1 NFkB	C8 TRAIL sens
CCOC(=O)CSc1nc2c(c(=O)[nH]1)C(C)(CC)Cc1ccccc1-2 (configuration not stated)	-0.1	9.4	33.3	-8.7	-0.1	-2.4	-37.5	12.5	14.2	-18.7	34.9
Cc1cccc(OCC(=O)N/N=C/CC(C)c2ccccc2)c1C (configuration not stated)	-1.1	4.1	16.9	-17.7	-3.1	-9.9	6.5	-0.7	-11.8	3.8	14.2
COC(=O)c1cccc(Oc2nc3c(c(=O)n(C)c(=O)n3C)n2C(C)C)c1	1.6	27.2	14.7	4.8	7.8	-30.0	9.1	40.4	·	7.6	-16.8
O=C1CN(CC(=O)Nc2ccc(SC(F)F)cc2)CCN1	2.6	8.9	-3.1	-11.7	-0.1	-4.0	26.0	9.5	8.9	2.8	1.5
CCOP(=O)(OCC)C(NC(=O)Nc1cccc(Cl)c1)C(N)=O (configuration not stated)	0.6	10.9	5.4	3.4	1.4	3.2	10.3	4.7	8.4	-7.2	-7.6
COC(=O)CN(c1ccc(OC)cc1)S(=O)(=O)c1c(C)noc1C	2.2	5.8	10.8	-4.3	4.6	1.5	-33.0	-7.8	2.1	-23.0	-6.2
O=C1CSC2(CCCCC2)N1CCO	4.4	8.5	-2.5	19.7	1.1	8.5	-22.0	2.5	7.7	0.5	-3.1
COc1ccc([C@H]2C[C@@H](n3cc(C4CC4)nn3)[C@H](O)CN2Cc2cccs2)cc1	8.8	2.6	1.2	-1.7	·	-4.5	-10.4	4.6	·	-3.0	-1.0
C=C(C)COc1ccc2c(CC)cc(=O)oc2c1	-2.2	-51.3	-40.0	-11.9	4.4	9.7	-26.2	-9.2	-23.0	-2.6	-6.4
COc1ccc2nc(N3CCN(C(=O)C4COc5ccccc5O4)CC3)sc2c1 (configuration not stated)	0.3	-291.0	-408.9	-65.5	6.3	-5.0	-117.4	22.7	-97.4	-54.0	7.3
COC(=O)c1ccc(NC2=CC(=O)CC(C)(C)C2)cc1	-1.1	-6.1	-4.7	5.9	4.5	4.5	9.0	5.0	-5.8	-0.6	6.4
COc1ccc(/C=N/N=C/c2ccc(OC)cc2)cc1	-0.7	-111.1	-121.6	-30.2	·	-1.5	-35.1	-1.5	-54.6	-5.2	3.8
Cc1ccc(S(=O)(=O)N2CCN(Cc3ccccc3)CC2)s1	-0.5	1.5	4.6	-10.2	2.2	2.9	10.4	17.3	-6.8	-0.7	-0.7
CCOc1cc(CNCc2ccccc2)ccc1OCc1ccc(Cl)cc1	-0.3	-0.9	48.8	92.4*	6.4	-8.3	15.7	-7.7	15.2	15.2	15.5
Cc1nnc(SCCC(=O)Nc2ccc(Cl)cc2)o1	1.0	2.3	5.2	3.5	-0.5	0.9	-21.8	3.2	0.8	6.3	2.5
COc1ccc(C(CC(=O)N2CCN(c3ccccc3)CC2)c2c(OC)cc(OC)c3ccc(=O)oc23)cc1 (configuration not stated)	1.8	25.9	3.2	25.1	1.7	-0.8	-3.1	-14.0	4.0	-7.0	8.7
CC1CCN(C(=O)C(NS(=O)(=O)c2cccc3nsnc23)c2ccccc2)CC1 (configuration not stated)	-0.3	15.4	19.7	-5.6	2.5	-2.5	3.2	17.0	2.5	-7.0	0.6
COc1ccc(C(=O)c2cc3ccc(O)cc3oc2=O)cc1	0.2	-45.7	-35.7	-11.5	-1.1	5.2	-36.9	-3.2	-0.8	-7.8	13.4
Cc1csc(/N=C/N(C)C)c1C#N	-0.6	0.1	2.0	-5.1	-5.0	14.5	-16.5	-8.5	-38.9	-0.1	5.3
CCCC(=O)Nc1ccccc1Sc1ncnc2scc(-c3ccccc3)c12	-0.5	28.9	12.6	-8.6	1.8	-12.8	-13.2	16.6	10.9	3.5	3.7
Cn1cc(-c2ccc(C(=O)Nc3cccc(Oc4ccccc4)c3)c3occc23)cn1	2.6	-69.4	-74.8	-27.1	·	-1.6	-16.8	5.5	·	·	9.7
CCOC(=O)Cn1cc(Cl)c(=O)c(Cl)c1	0.2	11.9	9.7	2.3	1.7	3.0	-6.2	-9.2	21.6	4.8	-5.2
Cc1cc(N2CCN(Cc3nc(-c4ccc(Cl)cc4)oc3C)CC2)cc(C)n1	-0.1	-11.1	22.3	21.2	-2.7	-10.1	-6.7	3.0	9.8	-7.4	17.0
CSc1ccccc1C(=O)Nc1ccc2c(c1)OCO2	-0.6	-6.7	-11.5	-5.9	-5.4	7.1	-20.6	14.7	7.4	3.7	-5.2
COC(=O)c1sccc1NC(=O)Nc1ccccc1OC	-0.2	17.5	-1.6	25.9	0.3	9.8	-2.0	-13.2	10.6	-6.1	-2.8
O=C(COC(=O)c1n[nH]c2ccccc12)NC(=O)NC1CCCC1	1.4	17.8	9.7	6.4	2.3	4.0	0.3	-1.5	2.0	6.8	-16.7
COc1ccccc1NS(=O)(=O)c1ccc(O)c(C(=O)OCC(=O)N2c3ccccc3CC2C)c1 (configuration not stated)	0.3	3.0	-5.9	-7.0	0.1	-1.9	6.1	-9.3	16.9	-6.9	-1.3
CC(=O)N1[C@H](C)C=C[C@]1(Cc1ccccc1)C(=O)NCc1cc(F)cc(C(F)(F)F)c1	-1.0	-51.4	-9.5	-157.6	1.1	14.9	20.9	-6.4	-20.4	?	2.6
O=C(NC1CCCCC1)C1CCN(C(=O)c2ccc(Cl)cc2)CC1	-0.3	12.2	8.7	6.8	-1.3	5.4	2.0	-20.9	-1.5	5.6	10.6
CCOc1ncccc1C(=O)OCC(=O)c1ccc(F)cc1	6.0	6.9	7.0	8.8	0.3	2.3	-14.3	1.3	-6.0	1.4	-3.9
CCC(c1nnc(SCC(=O)Nc2ccc(C(=O)Nc3ccccc3OC)cc2)o1)N(C)C (configuration not stated)	1.8	5.2	3.1	1.2	2.9	0.0	-36.1	-2.1	-8.1	-9.5	7.6
O=S1(=O)C=C(SCc2cccc(Cl)c2)Nc2ccccc21	-4.6	21.8	19.6	3.1	2.4	-5.7	24.8	8.4	4.3	-0.7	-17.9
CCn1c(SCc2nc(-c3ccccc3)no2)nnc1-c1cccs1	-2.6	-17.8	-8.7	3.3	0.5	0.2	-11.2	-6.3	0.7	0.7	3.0
O=C(NC1CCCCC1)c1cccc(COCC(F)(F)F)c1	7.3	-7.2	3.0	0.2	2.9	-8.1	3.4	12.1	-3.8	4.1	-4.8
CN1CCN(S(=O)(=O)c2ccc(NC(=O)Cc3cccs3)cc2)CC1	5.2	9.8	-12.2	-5.6	3.8	-2.4	-13.4	12.3	4.8	10.7	-10.7
Cc1cnc(C(=O)NCc2ccc(F)cc2)cn1	-0.1	21.0	-10.1	7.8	2.9	-2.3	-1.2	-5.6	12.9	-8.6	-3.5
CC(C)OCCCNC(=O)c1cc2c(=O)n(C)c3ccccc3c2n1C	-0.1	-10.6	16.7	15.7	2.6	-1.9	-26.6	-33.5	-4.8	3.4	-6.3
CCCCOC(=O)c1ccc(NC(=O)CN2C(=O)NC3(CCCCCC3)C2=O)cc1	-0.1	-0.5	-8.5	-6.2	3.0	-0.7	10.1	17.0	-0.2	-23.9	12.5

Some of the compounds tested, so the mix of outcomes need not match the whole.
